# Screening results deposited in PubChem BioAssay by Broad Institute.
# DENV2 CPE rescue – DENV2-induced cell death inhibition. DENV2-infected cells, cytopathic effect rescue, plate reader. CPE inhibition, % at 9.99 µM. actives 1.7% (n = 350,000). AID 651640; in the data active means CPE inhibition above about 20%, passing the limit was not always enough; inconclusive means no clear call, values can overlap the other calls; tested in BHK-21 cells;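 further: 0% = median of neutral control wells and 100% = median of positive control wells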
# F508del corr – correctors of CFTR F508del function in bronchial epithelial cells; CFBE cells, YFP halide quenching; stimulated with forskolin plus potentiator P3; % fluorescence drop versus neutral controls; activity (quench increase), % at 7.58 µM; actives 0.36% (n = 350,000);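 active means mean added fluorescence quench of at least 8% versus neutral control, with both replicates also reaching 8%; inconclusive means only one of the mean or replicate conditions met; inactive means mean below 8% and not both replicates reaching 8%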;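 further: cells transiently co-express mutant CFTR-F508del with the halide-sensitive YFP; corrector assay measuring rescue of mutant channel to the surface after 24 h compound exposure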
# FN deposit inh – fibronectin deposition inhibition | AH1F fibroblasts, Alexa488-fibronectin deposition fluorescence, overnight | inhibition, % at 12.6 µM | actives 0.086% (n = 350,000);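 active means mean inhibition across replicates of 30% or more, regardless of how many single replicates reach that level; inconclusive means mean under 30% yet at least half of replicates reach 30%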;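 further: positive control wells lacked labelled fibronectin entirely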
#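 material = AH1F fibroblast monolayer depositing Alexa488-labelled fibronectin into matrix | amount = 10000 AH1F cells/well | buffer or medium = DMEM plus 2% serum, read in PBS | incubation = 1 h cell adhesion before compound, then overnight fibronectin incubation | detection = fluorescence at 485 nm excitation, 525 nm emission | evaluation = percent inhibition as loss of matrix-bound fibronectin fluorescence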
# EWS-Fli block – blocks EWS/Fli oncoprotein-driven transcription | A673 NR0B1-luciferase reporter, viability-normalised | inhibition, % at 12.6 µM | actives 0.67% (n = 350,000) | AID 651661;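 active means mean inhibition of at least 50% after viability correction, with every replicate also passing that limit; inconclusive means mean reaches 50% but only one of two replicates passes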;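 further: firefly luciferase signal divided by Alamar Blue viability fluorescence both relative to DMSO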
# miR-122 sensor – blocks miR-122 activity in Huh7 sensor cells. Huh7 miR-122 Renilla luciferase sensor, 48 h; neutral wells = 0, positive control = 100. activation (reporter increase), % at 12.5 µM. actives 0.3% (n = 340,000);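 active means mean replicate activation score at least 90 and every replicate individually at or above 90; inconclusive means only one of the two criteria met; inactive means neither criterion met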;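 further: higher luciferase means less miR-122 activity so hits act as miR-122 inhibitors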
# PAX8 reporter – PAX8 transcriptional activity inhibition; RMG-I TPO-luciferase reporter, SteadyGlo, 24 h; actives 1.2% (n = 360,000); inhibition, % at 12.6 µM;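 active means mean replicate inhibition at least 60% with every replicate also reaching 60%; inconclusive means only one of the two criteria is met; inactive means mean below 60% and not all replicates reaching 60%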;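 further: luciferase light reporting Pax8 driven TPO promoter activity; plate controls were median of neutral control wells for no effect and mitoxantrone controls for full effect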
# GSIS activator – GLuc luminescence reporter in INS-1E cells, primary screen for activators of glucose-dependent secretion of insulin; actives 0.61% (n = 370,000); INS-1E GLuc reporter insulin secretion, 2-3 h; activation, % at 16.6 µM;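 active means lowest replicate activation of at least 40%, so every replicate reaches that level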;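 further: 0% = median of neutral control wells and 100% = median of IBMX positive control wells; some compounds called inactive have numbers as strong as hits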
# Active calls of the source: *; ? = inconclusive; . = not tested or not shown; & = joins results of further samples; [ ] = another dose, or the depositor's remark.
SMILES,DENV2 CPE rescue,F508del corr,FN deposit inh,EWS-Fli block,miR-122 sensor,PAX8 reporter,GSIS activator
CO[C@H]1CC[C@H]2CCOc3ccc(C#N)cc3C(=O)N(C)C[C@@H](c3ccccc3)CC(=O)N(C)C[C@H]1O2,.,.,-4,3,.,-3,3
Cc1onc(C(=O)NCCc2ccccc2)c1[N+](=O)[O-],11,-1.0,-2,0,-2,-3,.
CC1(c2nnc(Cc3ccccc3)o2)CC(c2ccccc2F)=NO1 (stereo not drawn),-15,1.5,0,6,5,0,-21
Cc1noc(C)c1COc1ccc(C(=O)N2CCC(C)CC2)cc1,-1,-3.8,-12,-2,-4,7,-11
Cc1ccc(NC(=O)NCc2nc3ccccc3n2C)cc1,0,-0.9,3,-10,1,-1,-3
C[C@@H]1CN([C@H](C)CO)C(=O)c2cc(N(C)C)ccc2O[C@@H]1CN(C)Cc1ccccc1,6,-1.9,.,-2,6[16.7 µM],6,-5
Cc1noc(C)c1C(=O)OC(C(=O)NC1CCCC1)c1ccc(F)cc1 (stereo not drawn),-1,2.2,.,-3,4,.,.
Cc1ccc(NC(=O)CCS(=O)(=O)c2cc3c(cc2Cl)NC(=O)CO3)cc1,-1,0.2,-5,.,1,-8,0
O=C(Oc1cc(=O)oc2c1c(=O)n1c3c(cccc23)CC1)c1ccccc1,1,-0.1,-3,1,.,6,-13
C[C@H]1CN([C@@H](C)CO)S(=O)(=O)c2ccc(C#Cc3ccncc3)cc2O[C@H]1CN(C)C(=O)C1CCC1,-1,-4.2,-25,-4,9[16.7 µM],.,-2
CO[C@@H]1CN(C)C(=O)c2cc(NS(=O)(=O)c3ccc(C)cc3)ccc2OC[C@@H](C)N(C(=O)NC(C)C)C[C@H]1C,0,-1.8,-16,3,.,.,-18
COC(=O)Cn1ncc(N2C3CC(CC(C)(C)C3)C2C)c(Cl)c1=O (stereo not drawn),.,.,-1,.,-2,5,10
N#C/C(=C(/O)c1ccc(F)cc1)c1nc2ccccc2s1,-1,0.5,9,-52,.,-61,-5
CC(=O)c1cccc(-c2ccnc3c2CC(C(=O)Nc2ccc(Cl)cc2)O3)c1 (stereo not drawn),0,-1.3,13,19,14,11,.
COc1ccccc1NS(=O)(=O)c1cc2c(cc1C)NC(=O)CO2,0,2.1,3,1,3,14,17
COc1ccc(NC(=O)N[C@@H]2C=C[C@H](CC(=O)NC3CCCCC3)O[C@@H]2CO)cc1,13,1.1,-9,-3,.,18,-1
CC(C)CCNCC(=O)NC(c1ccccc1)c1ccccc1,6,-4.7,15,-1,-2,11,.
Cc1ccc(S(=O)(=O)N2CCN(S(C)(=O)=O)CC2)cc1,.,.,8,.,-3,.,-5
c1nc(N2CCOCC2)c2c3c(sc2n1)CCCC3,.,.,-9,.,3,.,41*
COc1cc2nc(SCC(=O)NCc3ccco3)n(Cc3ccc(Cl)cc3)c(=O)c2cc1OC,.,.,-6,.,-6,-12,.
NC(=O)COc1ccccc1,3,0.5,7,-22,.,9,1
CCOc1cccc2sc(N(CCCN(C)C)C(=O)c3ccc(S(=O)(=O)N4CCCCCC4)cc3)nc12,8,1.3,17,13,2,14,-2
C[C@@H]1CCCCO[C@@H](CN(C)C(=O)c2ccccc2)[C@H](C)CN([C@H](C)CO)C(=O)c2cc(NC(=O)CCCN(C)C)ccc2O1,.,-0.8,-5,-8,-9[16.7 µM],-22,19
Nc1c(C(=O)C2CC2)sc2nc3c(cc12)CCC3,-5,-4.3,-7,-142,.,-150,0
O=C(CNC(=O)c1ccccc1)OCC(=O)c1ccccc1Cl,28*,1.5,.,.,1,-3,24

# 2 of these compounds, reformatted.
> COc1ccccc1NS(=O)(=O)c1cc2c(cc1C)NC(=O)CO2
  DENV2 CPE rescue = 0 | F508del corr = 2.1 | FN deposit inh = 3 | EWS-Fli block = 1 | miR-122 sensor = 3 | PAX8 reporter = 14 | GSIS activator = 17

> COc1ccc(NC(=O)N[C@@H]2C=C[C@H](CC(=O)NC3CCCCC3)O[C@@H]2CO)cc1
  DENV2 CPE rescue = 13 | F508del corr = 1.1 | FN deposit inh = -9 | EWS-Fli block = -3 | miR-122 sensor = . | PAX8 reporter = 18 | GSIS activator = -1

# Back to the main list with the two entries that preceded the break.
SMILES,DENV2 CPE rescue,F508del corr,FN deposit inh,EWS-Fli block,miR-122 sensor,PAX8 reporter,GSIS activator
Nc1c(C(=O)C2CC2)sc2nc3c(cc12)CCC3,-5,-4.3,-7,-142,.,-150,0
O=C(CNC(=O)c1ccccc1)OCC(=O)c1ccccc1Cl,28*,1.5,.,.,1,-3,24
C=C(C)C(=O)N1CC2(CC(c3cccc(NC(=O)/C=C\C=C/C)c3)=NO2)C[C@H]1C(N)=O (stereo partly drawn),-4,4.6,14,2,-1,-12,.
CCN1CCN(C(=O)CCNC(=O)Cn2cnc3ccccc3c2=O)CC1,-2,-1.8,5,2,.,9,5
C[C@@H]1CCCCO[C@H](CN(C)C(=O)C2CCCCC2)[C@H](C)CN([C@@H](C)CO)C(=O)c2cc(NS(C)(=O)=O)ccc2O1,1,-3.8,.,-10,-6[16.7 µM],10,-5
Nc1ccc2c(c1)C(=O)c1ccc(N)cc1-2,7,-2.0,-2,-116,.,-112,.
Nc1nc(Cl)nc2c1ncn2C1OCC(O)C(O)C1O (stereo not drawn),-6,3.6,6,-7,.,12,.
COc1ccc(C(=O)NCCNC(=O)c2ccc(OC)cc2)cc1,1,-0.8,2,4,1,-29,5
O=C(Nc1cc(=O)[nH]c2nc(-c3ccccc3)nn12)c1ccc(Cl)cc1,0,0.7,6,1,.,3,19
CS(=O)(=O)N1CCN(CCN2C(=O)c3cccc4cccc(c34)C2=O)CC1,-1,0.0,3,-3,.,19,2
CC(NC(=O)c1ccccc1)c1ccc(Br)cc1 (stereo not drawn),0,-0.5,-20,0,0,7,7
COc1ccc(Nc2nc(N)c([N+](=O)[O-])c(N3CCOCC3)n2)cc1,-11,-3.0,0,5,1,10,6
Cc1ccc(S(=O)(=O)N2CCOCC2)cc1C(=O)OCC(=O)N(Cc1ccccc1)C(C)C,-3,3.3,-2,4,.,-2,-30
CCOc1cccc(C2C(C#N)=C(N)Oc3cc(C)[nH]c(=O)c32)c1OCC (stereo not drawn),-1,1.2,3,0,2,-87,3
CN(CCCC(=O)N1CCCC(C(N)=O)C1)S(=O)(=O)c1ccc(F)cc1 (stereo not drawn),-3,-1.8,4,-4,0,-3,0
C[C@H](NC(=O)[C@@H]1[C@@H](CO)[C@@H]2Cn3c(cccc3=O)[C@H]1N2C(=O)C1CCC1)c1ccccc1,.,.,-3,-3,.,.,10
CCNC(=O)C[C@@H]1CC[C@H]2[C@@H](COC[C@H](O)CN2C(=O)C2CC2)O1,3&0,-2.3&-0.3,-4&-2,16&5,4[16.7 µM],-12&-12,-1&34
CCS(=O)(=O)N1CCCCN2[C@H](CO)[C@@H](c3ccc(-c4cccc(C#N)c4)cc3)[C@@H]2C1,5,-1.3,.,.,27[16.7 µM],-1,21
CSc1nnc2ccc(-c3ccccn3)nn12,9,-2.1,4,-5,-4,-17,.
CCOc1ccc(CC(=O)N/N=C/c2sccc2C)cc1,1,-0.4,-12,.,.,.,-38
CN(CC(=O)Nc1ccccc1Br)C(=O)CNC(=O)c1ccc2c(c1)OCO2,?,-0.6,1,-8,6,-10,-6
Cc1cc(-c2nn(-c3ccccc3F)cc2CN2CCN(c3ccncc3)CC2)c(C)s1,-9,1.7,15,8,-12,1,60
COc1ccc(/C=N/NC(=O)Cc2n[nH]c(=O)[nH]c2=O)cc1,-4,2.6,2,0,-4,-14,8
CO[C@@H]1CN(C)C(=O)c2ccc(NC(=O)NC3CCCCC3)cc2OC[C@@H](C)NC[C@H]1C,2,-0.2,1,3,.,8,-5
CN1[C@H](CO)[C@H]2c3ccccc3N(C(=O)Nc3cc(F)ccc3F)C[C@H]21,9,-2.9,3,0,8[16.7 µM],1,-1
Cc1cc(=O)[nH]c(N/N=C/c2ccc3c(c2)OCCO3)n1,6,-2.0,-1,-19,.,-73,-11
Cc1[nH]c2ccccc2c1CC#N,1,-0.5,-2,-2,-5,6,12

# (continued)
SMILES,DENV2 CPE rescue,F508del corr,FN deposit inh,EWS-Fli block,miR-122 sensor,PAX8 reporter,GSIS activator
O=C(CCN1C(=O)S/C(=C\c2ccccc2)C1=O)NCCCn1ccnc1,1,-5.2,-33,.,6,-13,1
O=C(Nc1ccc2c(c1)OCCO2)c1cc(F)c(F)cc1Cl,2,0.5,1,-89,-15,-150,-3
Nc1ccc2c(S(=O)(=O)O)cccc2c1S(=O)(=O)O,14,1.0,-12,4,-5,12,3
CCCCOc1ccc(C(=O)NCC(=O)NC(C)CCc2ccccc2)cc1 (stereo not drawn),-1,-2.4,0,-6,-7,.,.
COc1ccc2c3c([nH]c2c1)[C@H](CO)N(Cc1nccs1)CC31CCN(Cc2cncnc2)CC1,-1,1.0,.,-1,.,.,2
COc1cc(/C=C/C(=O)N(C)CC(=O)Nc2ccccc2Br)cc2c1OCCO2,14,0.0,1,-8,.,6,.
CCc1cccc(C)c1NC(=S)NCc1cccn1C,.,.,-5,.,.,13,12
CCn1c(=O)cc(OCC(=O)N2CCCC2)c2ccccc21,-3,3.3,8,-4,2,-5,-22
CCCOc1ccc(-c2c(C(=O)N/N=C(\C)c3ccco3)nnn2-c2nonc2N)cc1,2,-1.0,-12,-7,-2,16,-3
COC(=O)C[C@@H]1C[C@H]2c3cc(NS(=O)(=O)c4cccc(OC)c4)ccc3O[C@H]2[C@H](CO)O1,6,1.5,.,-2,1[16.7 µM],-14,28
Cc1cccc(C(=O)NNC(=O)Nc2ccccc2)c1,1,.,-7,11,16,11,-8
COc1cc(C2C(C(=O)Nc3ccc(F)cc3)=C(C)Nc3nc(CCCO)nn32)cc(OC)c1OC (stereo not drawn),-1,-3.1,-13,2,-5,5,2
CC1CCN(C(=O)CSc2nnc3ccc(-c4cccnc4)nn23)CC1,8,-3.2,-4,-3,-10,-8,18
Cc1cccc(S(=O)(=O)N2CCCCN3[C@H](CO)[C@H](c4ccc(-c5cccnc5)cc4)[C@H]3C2)c1,-5,2.2,.,.,8[16.7 µM],2,-30
Cc1ccc2nc(-c3ccc(O)cc3)c(Nc3ccc4c(c3)OCCO4)n2c1,3,3.9,-8,-7,.,-17,.
COc1cccc(NC(=O)COC(=O)c2ccc(C)c(S(=O)(=O)N3CCCCC3)c2)c1,-6,1.9,-1,3,13,15,-11
Cc1noc(C)c1COc1ccccc1C(=O)NC(C)c1ccc(Cl)cc1 (stereo not drawn),-1,-3.5,-5,-6,-4,6,-16
Cc1ccccc1C(=O)Nc1cc(S(=O)(=O)N2CCOCC2)ccc1N1CCN(C)CC1,-3,-0.6,3,4,1,3,0

# Some entries already given, limited to GSIS activator and DENV2 CPE rescue.
SMILES,GSIS activator,DENV2 CPE rescue
CC1(c2nnc(Cc3ccccc3)o2)CC(c2ccccc2F)=NO1 (stereo not drawn),-21,-15
Cc1noc(C)c1COc1ccc(C(=O)N2CCC(C)CC2)cc1,-11,-1
Cc1ccc(NC(=O)NCc2nc3ccccc3n2C)cc1,-3,0
C[C@@H]1CN([C@H](C)CO)C(=O)c2cc(N(C)C)ccc2O[C@@H]1CN(C)Cc1ccccc1,-5,6
Cc1noc(C)c1C(=O)OC(C(=O)NC1CCCC1)c1ccc(F)cc1 (stereo not drawn),.,-1
